Rv3671c protease: inhibitors of M. tuberculosis serine protease Rv3671c; inhibition, % at 5.96 µM; P9WHR9; 0.048% of 320,000 active; in the data active = inhibition above about 38%;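 note: extracellular domain of Rv3671c used as enzyme; 0% = enzyme with DMSO and 100% = no enzyme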
PriA SSB inh: inhibitors of Klebsiella pneumoniae PriA binding to SSB C-terminal tail; inhibition, % at 33 µM; AlphaScreen SSBct-PriA binding, biotinylated peptide; 0.6% of 430,000 active; in the data active = inhibition mostly above about 37%, no sharp cut-off; inactive = mostly below about 20%;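 note: plate controls were negative control peptide for no effect and reference peptide for full effect; strong numbers were not always called active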
VHR inh abs: blocks human VHR1 dual specificity phosphatase; inhibition, % at 13.3 µM; 0.52% of 290,000 active; P51452; recombinant VHR phosphatase, pNPP absorbance; AID 1654; in the data active = inhibition above about 50%; note: some compounds called inactive have numbers as strong as hits
Target sequence (P51452 whole entry, looked up): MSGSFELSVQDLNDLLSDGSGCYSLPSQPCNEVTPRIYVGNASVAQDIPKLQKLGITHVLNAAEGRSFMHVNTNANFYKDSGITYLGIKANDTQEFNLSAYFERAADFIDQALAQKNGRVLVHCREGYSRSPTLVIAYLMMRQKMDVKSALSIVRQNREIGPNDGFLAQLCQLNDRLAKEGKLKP
PrPC TRFRET: inhibitors of human cell surface prion protein PrPC. P04156. TR-FRET read-out. inhibition, % at 13.8 µM. 0.43% of 370,000 active. AID 720596; in the data active = inhibition above about 24%; note: 0% = median of the test wells and 100% = reference compound wells
SARS 3CLpro inh: SARS-CoV 3CLpro protease inhibition | P0C6X7 | recombinant SARS-CoV 3CLpro, quenched FRET peptide cleavage | inhibition, % at 6 µM | 0.14% of 290,000 active; in the data active = inhibition above about 12%
BoNT F protease: blocks Botulinum neurotoxin F light chain protease | Multiplex microsphere protease cleavage assay, flow cytometry | inhibition, % at 10 µM | 0.22% of 360,000 active | AID 588497; in the data active = inhibition above about 35%, passing the limit was not always enough; inconclusive = no clear call, values can overlap the other calls; note: plate controls were buffer without enzyme for full effect and enzyme alone for no effect
CCHF vOTU inh: blocks the CCHF virus ovarian tumor domain protease; CCHFV vOTU protease, Pep-AMC fluorescence; inhibition, % at 11.5 µM; 0.55% of 370,000 active; AID 651958; in the data active = inhibition above about 30%; note: 0% = vehicle wells with enzyme and 100% = no enzyme wells
MazEF act: activators of E. coli MazEF toxin-antitoxin RNase; P0AE70; FAM/BHQ RNA-DNA oligo cleavage fluorescence, 5 h; activation, % at 20 µM; 0.32% of 350,000 active; AID 504720; in the data active = activation above about 50%
BoNT A protease: blocks Botulinum neurotoxin A light chain protease; multiplex microsphere protease substrate cleavage, flow cytometry; inhibition, % at 10 µM; 0.17% of 360,000 active; note: plate controls were buffer without enzyme for full effect and enzyme alone for no effect
Anthrax LF inh2: inhibitors of Bacillus anthracis lethal factor protease; multiplex microsphere protease cleavage assay, LF; inhibition, % at 10 µM; 0.12% of 360,000 active; AID 588501; note: plate controls were buffer without enzyme for full effect and enzyme alone for no effect
Target sequence (P15917 whole entry, looked up): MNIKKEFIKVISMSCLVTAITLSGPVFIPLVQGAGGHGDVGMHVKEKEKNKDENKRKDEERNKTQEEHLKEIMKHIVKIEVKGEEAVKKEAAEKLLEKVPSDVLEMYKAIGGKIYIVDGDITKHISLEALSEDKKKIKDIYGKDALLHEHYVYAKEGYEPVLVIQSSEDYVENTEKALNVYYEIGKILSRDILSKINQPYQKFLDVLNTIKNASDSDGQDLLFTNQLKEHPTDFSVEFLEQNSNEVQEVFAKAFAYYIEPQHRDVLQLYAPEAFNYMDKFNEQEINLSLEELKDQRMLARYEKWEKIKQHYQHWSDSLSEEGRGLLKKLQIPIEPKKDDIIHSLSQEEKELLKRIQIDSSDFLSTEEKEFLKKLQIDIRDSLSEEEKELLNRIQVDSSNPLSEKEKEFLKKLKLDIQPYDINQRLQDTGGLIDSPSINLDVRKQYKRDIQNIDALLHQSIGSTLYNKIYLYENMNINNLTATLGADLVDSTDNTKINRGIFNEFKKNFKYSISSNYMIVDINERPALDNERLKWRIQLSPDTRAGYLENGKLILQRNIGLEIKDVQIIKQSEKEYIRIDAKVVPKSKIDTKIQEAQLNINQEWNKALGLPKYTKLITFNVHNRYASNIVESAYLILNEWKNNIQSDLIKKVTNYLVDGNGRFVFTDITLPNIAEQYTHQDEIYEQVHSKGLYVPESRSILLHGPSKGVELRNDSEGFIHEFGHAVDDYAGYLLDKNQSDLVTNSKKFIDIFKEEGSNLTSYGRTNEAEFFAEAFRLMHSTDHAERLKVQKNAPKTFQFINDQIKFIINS
Starred values were filed as active, the others as inactive; ? = inconclusive; . = not tested or not shown. Cut-off read from the data, not from the text of the source, unless noted: active = inhibition above about 30%; inconclusive = no clear call, values can overlap the other calls; inactive = below that. An excerpt, so the mix of outcomes need not match the whole.

structure,Rv3671c protease,PriA SSB inh,VHR inh abs,PrPC TRFRET,SARS 3CLpro inh,BoNT F protease,CCHF vOTU inh,MazEF act,BoNT A protease,Anthrax LF inh2
Cc1ccc(S(=O)(=O)NN=C2CCCc3ccccc32)cc1,.,.,.,-1,.,4,6,2,-0.1,-4
CC1CCCN(C(=O)c2cc(-c3ccco3)nc3ccccc23)C1 (centres undefined),-7,4,.,-5,.,-5,-211,-3,-1.5,2
O=C(NCc1csc(-c2cccs2)n1)C1CCC1,8,1,23,1,1,-4,1,8,0.0,-11
Cc1cccc(CN2CCN(C3CN(C4CCCC4)S(=O)(=O)C3)CC2)c1 (centres undefined),.,.,.,-6,.,-3,4,.,-1.0,-16
CCCOc1ccc(C(=O)Nc2ccc(S(=O)(=O)Nc3cc(C)nc(C)n3)cc2)cc1,-10,-8,52*,3,0,-2,-14,-2,1.1,-4
O=S(=O)(Nc1ccc2c(c1)OCCO2)c1ccc2oc3ccccc3c2c1,-54,-5,3,7,0,-7,1,10,-0.9,-1
CCC(=O)c1ccc(OCC(=O)NC2CCN(Cc3ccccc3)CC2)cc1,-9,0,.,-3,.,10,27,-1,0.0,-1
Oc1ccccc1-c1n[nH]c(=S)n1Cc1ccccc1,0,4,7,0,-2,-6,-12,4,0.3,4
CC(C)CC(c1nnnn1CCc1ccccc1)N1CCC(C(N)=O)CC1 (centres undefined),2,-17,22,-4,1,-12,-2,6,-1.0,2
O=C(c1ccccc1)C1CCN(C(=O)c2ccc(Cl)cc2)CC1,1,-6,79,1,-9,-16,4,0,-1.9,-6
COc1ccc(C(CNC(=O)CCNC(=O)c2ccccc2Cl)N2CCCC2)cc1 (centres undefined),-5,1,.,-7,.,0,-3,7,-0.8,-6
CC(=O)c1cnc2cc(C)nn2c1C,3,-16,-7,2,-3,-20,14,-10,-1.6,-5
CCc1ccc(C(=O)N2CCN(c3ccc(F)cc3)CC2)s1,-1,2,17,0,6,-8,5,4,-0.2,-2
CCc1nc2c(OCc3ccc(F)c(F)c3)cccn2c1N(C)C(=O)C1CC1,.,.,.,2,.,-8,4,.,0.0,5
CCN(Cc1ccccc1)N=Nc1ccccc1,.,.,.,-5,.,-3,1,6,-0.1,-1
Clc1ccc(-c2nc3ccccc3n2OCc2ccccc2)cc1,-6,-3,21,-1,-9,-11,6,-9,0.7,-19
CN1CCN(S(=O)(=O)c2cccc(C(=O)N(C)Cc3c(F)cccc3Cl)c2)CC1,7,0,.,-1,.,-1,-9,-4,0.4,5
Oc1ccc(-c2nc3ncccn3c2Nc2ccc3c(c2)OCO3)cc1,-4,16,-45,-10,0,-30,14,8,-0.9,-2
O=S(=O)(c1ccc(NC(=S)N/N=C/c2ccc(O)c(O)c2)cc1)N1CCOCC1,8,.,10,-1,2,-8,0,9,-1.1,-3
O=C1/C(=C\c2cccc([N+](=O)[O-])c2O)SC(=S)N1Cc1ccccc1,-34,12,2,-6,4,-30,6,-2,-0.8,1
CCN(CC)C(=O)c1sc2c(c1C)c(=O)n(-c1ccc(C)c(C)c1)c(=O)n2CC(=O)NCC1CCCO1 (centres undefined),-1,-10,6,7,-2,-1,5,1,-0.7,-2
CC(NC(=O)/C=C/c1cnc2ccccc2n1)C12CC3CC(CC(C3)C1)C2 (centres undefined),-4,7,8,7,1,-4,4,-9,2.4,0
COc1ccccc1OCC(=O)NCC1CCCN(Cc2cnn(C)c2C)C1 (centres undefined),-6,-2,-14,-11,1,-10,12,9,-0.8,2
CC(C)NC(=S)N/N=C/c1c[nH]c2ccccc12,-2,.,0,-1,4,-6,22,-3,-0.8,-2
COc1cccc(OCc2cc(C(=O)NCC3CCCCC3)no2)c1,-5,3,-15,3,-2,1,26,0,0.5,-1

Full records, looked up by structure. Values in the order: Rv3671c protease	PriA SSB inh	VHR inh abs	PrPC TRFRET	SARS 3CLpro inh	BoNT F protease	CCHF vOTU inh	MazEF act	BoNT A protease	Anthrax LF inh2
CCCOc1ccc(C(=O)Nc2ccc(S(=O)(=O)Nc3cc(C)nc(C)n3)cc2)cc1 reads -10	-8	52*	3	0	-2	-14	-2	1.1	-4
Cc1cccc(CN2CCN(C3CN(C4CCCC4)S(=O)(=O)C3)CC2)c1 (centres undefined) reads .	.	.	-6	.	-3	4	.	-1.0	-16
CCc1nc2c(OCc3ccc(F)c(F)c3)cccn2c1N(C)C(=O)C1CC1 reads .	.	.	2	.	-8	4	.	0.0	5

Further structures.
structure,Rv3671c protease,PriA SSB inh,VHR inh abs,PrPC TRFRET,SARS 3CLpro inh,BoNT F protease,CCHF vOTU inh,MazEF act,BoNT A protease,Anthrax LF inh2
CCOC(=O)c1ccc(Nc2cc(C)nc(C)c2C(=O)OCC)cc1,-1,-4,35,-10,4,-8,4,-4,-0.1,-2
N#CC1=C2C=Cc3ccccc3N2CCCC1=O,2,-14,12,-28,1,-17,26,6,-0.4,5
CC1(C)CC(=O)C2=C(C1)NC(=O)CC2c1ccc(F)cc1 (centres undefined),-4,-21,36,1,1,-4,1,2,-0.6,-2
O=C(NC1CCCC1)C1CCC(=O)N1C1CCCCC1 (centres undefined),3,1,3,-5,5,0,-12,2,1.0,-2
CSc1ccccc1C(=O)C1CCCN(Cc2ccn[nH]2)C1 (centres undefined),-5,5,12,-5,-1,2,5,0,-0.7,0
COc1cccc(NC(=O)CCC(=O)Nc2ccc3nc(N4CCOCC4)cc(C)c3c2)c1,1,1,22,4,-3,2,-32,8,1.2,0
Cc1c(C(=O)NCc2ccc(Cl)c(Cl)c2)sc(=O)n1Cc1cccc(F)c1,.,.,.,10,.,-1,-1,.,-1.1,-2
COc1ccc(-c2cc(C(F)(F)F)nc(SCCC(=O)NCc3ccccc3)n2)cc1,1,-10,23,-7,0,-5,1,5,-0.8,-9
CCOc1ccc(NC(=O)COc2ccc(N3CC(C(N)=O)CC3=O)cc2)cc1 (centres undefined),.,7,.,4,.,6,23,1,0.9,2
CCCCN1CC(COCc2ccccc2)Oc2ccccc2S1(=O)=O (centres undefined),.,-15,.,0,.,-7,1,0,-0.6,-5
C=CCn1c(-c2cccc(OCC)c2)n[nH]c1=S,4,7,12,0,3,-4,-5,4,0.9,-2
COc1ccc(C(C)(O)c2nc(-c3ccc(OC)c(OC)c3)cs2)cc1 (centres undefined),.,.,.,7,.,-1,-5,.,-0.2,-3
O=C(COC(=O)Cc1n[nH]c(=O)c2ccccc12)NNC(=O)c1ccccc1,0,2,.,-4,.,0,-2,3,2.6,-5
CC(C)C(NC(=O)C1CCCCC1)C(=O)NCCc1ccccc1 (centres undefined),6,-8,8,-4,5,-4,-10,-2,-0.6,3
O=C(CN1C(=O)C2C3C=CC(C3)C2C1=O)NCc1ccc2c(c1)OCO2 (centres undefined),1,-6,2,3,0,-20,0,-4,-1.2,-3
C=CCSCC1Nc2cc(Cl)c(S(N)(=O)=O)cc2S(=O)(=O)N1 (centres undefined),11,-3,.,2,.,11,2,5,0.4,-6
CC(=O)c1ccc(OCCCC(=O)NCc2nnc3ccccn23)cc1,.,2,.,-5,.,-8,8,2,-1.9,-7
COc1ccc(CCNC(=O)Cn2c(=O)n(-c3ccc(F)cc3F)c(=O)c3sccc32)cc1OC,-3,-1,4,9,1,0,-6,0,0.9,-3
O=S(=O)(NCc1cc(-c2ccccc2)no1)c1ccccc1,-1,-3,17,4,0,-12,-8,9,0.2,0
COc1cc(CCCN2CCNC[C@@H]2Cc2ccccc2)cc(OC)c1OC,0,-7,.,-1,.,-11,1,3,-1.1,-1
COCCCNC(=O)c1c(N)n(/N=C/c2cccs2)c2nc3ccccc3nc12,-3,.,0,-5,4,-6,1,-8,-0.1,4
COc1ccc(S(=O)(=O)Nc2cccc(S(=O)(=O)N3CCCC3)c2)cc1OC,5,0,.,-2,.,9,0,4,6.2,1
CCCCn1c(N)c(N(CC)C(=O)c2cc(OC)cc(OC)c2)c(=O)[nH]c1=O,-4,-8,10,-2,-1,1,-14,-3,1.1,3
COc1ccc(CN(CC(=O)NCc2ccc(F)cc2)C(=O)CCC(=O)Nc2ccccn2)cc1,-2,-8,30,-2,3,-5,2,-13,-2.4,2
COc1ccc(CNC(=O)CSc2nnc(NC(=O)c3ccccc3F)s2)cc1,-2,1,-2,-1,-1,3,0,-8,-0.5,-2
CC(C)NC(=O)C(c1ccc(F)cc1)N(C(=O)CCC(=O)Nc1ccccn1)c1ccccc1F (centres undefined),8,-5,22,0,-2,-9,11,8,-2.2,-1
Cc1ccc(/C=C/C(=O)O)cc1S(=O)(=O)N1CCc2ccccc21,2,7,-2,14,3,16,16,2,-1.2,-14
CC(NC(=O)c1cccs1)c1ccc(Cl)cc1 (centres undefined),1,-10,.,2,.,-2,3,2,-0.6,-5
CCOC(=O)c1c(N)n(CCCOC(=O)c2ccco2)c2nc3ccccc3nc12,-13,-14,22,-8,-6,5,-194,1,0.9,0
COc1ccc(N2C(=O)NC(=O)/C(=C/c3ccc(N4CCOCC4)cc3)C2=O)cc1,6,.,5,5,-1,.,20,.,.,.
Cc1cc(O)c2c(c1)C(=O)c1cc(O)cc(O)c1C2=O,0,3,.,-16,.,-6,9,-8,2.9,-1
CCOC(=O)C1CCCN(C(=O)c2cc(CN3C(=O)c4ccccc4C3=O)ccc2OC)C1 (centres undefined),1,3,.,0,.,?,8,-7,-4.4,?
C=C1CCN([C@@H](C)C(=O)OCc2cccc(C)c2)S(=O)(=O)c2ccccc21,-4,-26,22,2,.,1,5,2,0.4,-6
COCC(=O)Nc1cccc(Br)c1,-4,-14,2,3,-3,-12,-2,6,0.6,-6
CCc1nnc(N2CCN(c3ncnc4c3oc3ccccc34)CC2)s1,.,-11,6,1,-2,5,12,9,-0.6,3
COc1ccc(N2CC(C(=O)NCCc3c[nH]c4ccccc34)CC2=O)cc1 (centres undefined),0,-1,22,-1,-4,2,-16,-21,-0.2,-2
CCCCC(=O)Nc1ccc(C(=O)Nc2ccc(S(=O)(=O)Nc3nccc(C)n3)cc2)cc1,-5,-5,-7,9,6,-6,16,0,-1.0,-1
CCc1ccccc1N(CC(=O)Nc1cccc(N(C)S(C)(=O)=O)c1)S(C)(=O)=O,-2,6,-11,-2,-2,3,-11,-2,0.3,1
COCCn1c(SCC(=O)NC(=O)NC2CCCCC2)nc2ccccc2c1=O,8,1,.,3,.,12,-2,2,0.1,-3
CN(CC(=O)N1CCOCC1)C(=O)CSc1nc2ccccc2s1,-1,3,12,3,2,3,3,3,-0.4,4
Cc1ccc(CSC2=Nc3ccccc3C3=NC(CC(=O)NCc4ccco4)C(=O)N23)cc1 (centres undefined),-8,-47,0,-9,2,18,-27,-3,0.2,2
CCC(=O)c1cc2c(C)cc(=O)oc2c(C)c1OC,3,-21,-3,1,0,3,-6,10,1.2,-2
O=C1NC[C@@H](CCCCN2CCN(CCC3CCCCC3)C(=O)C2=O)N(CC2CCCCC2)C1=O,.,.,.,6,.,-4,15,.,0.1,14
O=C(NCC(=O)N(CC1CCCO1)C1(C(=O)NC2CCCC2)CCCCC1)c1ccccc1 (centres undefined),5,9,-19,-2,0,14,3,2,2.3,4
C#CCNC(=O)C1=C[C@@H](c2ccc(C(F)(F)F)cc2)C[C@@H](OCc2ccc(CO)cc2)O1,-9,-5,.,6,.,-16,6,-5,-0.3,5
COc1ccc(CN2CCN(C(=O)C3CCN(S(=O)(=O)c4cccs4)CC3)CC2)c(OC)c1OC,11,-2,-1,8,2,3,2,-13,-1.5,-1
Cc1ccc(C(=O)NC(C)CCc2ccccc2)cc1S(=O)(=O)N1CCOCC1 (centres undefined),-18,0,.,-3,.,10,8,2,-2.8,-6
CC1Cc2ccccc2N1S(=O)(=O)c1cccc(C(=O)Nc2cccnc2)c1 (centres undefined),-13,0,9,9,-1,-2,10,8,-0.5,5
